High-throughput results as filed in PubChem.
DNMT1 block: blocks human DNA methyltransferase DNMT1 | actives 0.83% (n = 360,000) | inhibition (reported as % activation of signal), % at 10 µM | DNMT1 molecular beacon, Hinp1I cleavage, fluorescence; in the data active = inhibition above about 50%
Scp-1 inhibitor: Scp-1 (human) phosphatase inhibition; actives 0.88% (n = 340,000); Recombinant Scp1, phosphopeptide, malachite green phosphate absorbance; inhibition, % at 20 µM; Q9GZU7;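 active = inhibition above about 50% at 20 µM, limit read from the data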;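 also: plate controls were DMSO wells with enzyme for no effect and wells lacking enzyme for full effect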
Target sequence (Q9GZU7 76-261 limits assumed): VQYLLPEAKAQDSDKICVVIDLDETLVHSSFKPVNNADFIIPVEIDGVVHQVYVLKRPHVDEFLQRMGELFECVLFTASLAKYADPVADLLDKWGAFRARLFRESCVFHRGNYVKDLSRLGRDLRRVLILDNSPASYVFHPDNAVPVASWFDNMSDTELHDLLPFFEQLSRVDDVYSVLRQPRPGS
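Assay system: SCP-1 catalytic fragment, aa 76-261 | Buffer or medium: Tris acetate buffer pH 5.5 with MgCl2 and Tween-20 | Compound: One concentration, 20 µM, with 1.0% DMSO | Also added: Phospho 17-mer peptide substrate | Signal: Absorbance at 630 nm | Incubation: 45 min enzyme reaction at room temperature | Measure: % inhibition of SCP-1 phosphate liberation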
LMPTP inh: LMPTP (human) inhibition; recombinant LMPTP-A, OMFP fluorogenic substrate, fluorescence intensity; inhibition, % at 20 µM; actives 0.22% (n = 360,000); AID 651560;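 active = compounds that cut the enzyme signal by at least half of the control window in the single-dose screen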;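 also: plate controls were DMSO wells with enzyme plus substrate for no effect and substrate without enzyme for full effect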
Target sequence (P24666 whole entry, looked up): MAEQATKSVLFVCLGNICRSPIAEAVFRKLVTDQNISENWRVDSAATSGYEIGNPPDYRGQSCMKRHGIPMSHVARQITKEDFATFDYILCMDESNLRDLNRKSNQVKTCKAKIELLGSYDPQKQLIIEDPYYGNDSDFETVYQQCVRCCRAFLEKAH
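material = LMPTP-A | quantity = 0.625 nM enzyme | reagent = OMFP substrate, 400 µM final | buffer or medium = Bis-Tris pH 6.0, DTT, detergent | detection = endpoint fluorescence intensity from OMFP dephosphorylation | dosing = single 20 µM dose | read-out basis = % inhibition relative to no-enzyme and uninhibited control wells | control set = no-enzyme and uninhibited controls | timing = 50 min at room temperature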
NadD block: inhibitors of Staphylococcus aureus NadD; purified NadD enzyme, colorimetric absorbance read-out; inhibition, % at 20 µM; actives 0.78% (n = 360,000); in the data active = inhibition above about 26%; also: some compounds past the cut are filed as inactive
Rpn11 inh: Rpn11 (human) deubiquitinase inhibition. O00487. human 26S proteasome, Ub4-pepOG fluorescence polarization; 20S core pre-blocked with epoxomicin. calls only at 20 µM. actives 0.59% (n = 360,000). AID 588493;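 active = inhibition at 20 µM, scaled to each plate's controls, above about 33%, limit read from the data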
STEP block: inhibitors of human striatal-enriched phosphatase STEP | P54829 | recombinant STEP, OMFP fluorogenic substrate, fluorescence | inhibition, % at 20 µM | actives 0.25% (n = 360,000) | AID 588621;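 active = inhibition at 20 µM, scaled per plate between control wells, above about 37%, limit read from the data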;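 also: 0% = DMSO with enzyme and substrate and 100% = substrate only without enzyme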
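Test system: STEP tyrosine phosphatase / Reagent: OMFP at 25 µM / Doses: 20 µM, 1% DMSO / Read-out: percent inhibition scaled to no-enzyme and uninhibited-enzyme controls, plate-pattern corrected / Detection: FITC-channel fluorescence of OMFP product / Medium: Bis-Tris buffer pH 6.0, 2.5 mM DTT, 0.005% Tween 20 / Schedule: 20 min at room temperature, dark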
CSN inh: inhibitors of human CSN-mediated cullin deneddylation | actives 0.38% (n = 360,000) | inhibition, % at 12.5 µM | Q92905 | Purified CSN, SCF-Nedd8-OG deneddylation, fluorescence polarization;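 active = pattern-corrected inhibition above about 35%, with an unprinted fluorescence ratio check between 0.5 and 1.5, limit read from the data, passing the limit was not always enough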;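 also: 0% = enzyme with substrate and 100% = substrate without enzyme; some results filed as inactive read as strong as hits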
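Assay system: Purified human Csn5 enzyme expressed in HEK293T cells | Amount: Enzyme 0.24 nM | Measured by: Fluorescence polarization readout | Medium: Tris/NaCl/DTT buffer, pH 7.5 | Compound dosing: One concentration, 12.5 µM, 0.25% DMSO | Times: 90 min incubation of compound, enzyme and substrate at room temperature | Control set: no-enzyme wells high, enzyme-with-substrate wells low | Read-out: % inhibition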
PABP1 MLLE inh: inhibitors of microRNA-mediated deadenylation, human PABP1 MLLE binding; GST-MLLE / FITC-PAM2 fluorescence polarization; inhibition, % at 20 µM; actives 0.36% (n = 360,000); AID 588489; in the data active = inhibition above about 35%, passing the limit was not always enough;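 also: plate controls were DMSO wells with GST-MLLE for no effect and wells lacking GST-MLLE protein for full effect; some results filed as inactive read as strong as hits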
Target sequence (P11940 whole entry, looked up): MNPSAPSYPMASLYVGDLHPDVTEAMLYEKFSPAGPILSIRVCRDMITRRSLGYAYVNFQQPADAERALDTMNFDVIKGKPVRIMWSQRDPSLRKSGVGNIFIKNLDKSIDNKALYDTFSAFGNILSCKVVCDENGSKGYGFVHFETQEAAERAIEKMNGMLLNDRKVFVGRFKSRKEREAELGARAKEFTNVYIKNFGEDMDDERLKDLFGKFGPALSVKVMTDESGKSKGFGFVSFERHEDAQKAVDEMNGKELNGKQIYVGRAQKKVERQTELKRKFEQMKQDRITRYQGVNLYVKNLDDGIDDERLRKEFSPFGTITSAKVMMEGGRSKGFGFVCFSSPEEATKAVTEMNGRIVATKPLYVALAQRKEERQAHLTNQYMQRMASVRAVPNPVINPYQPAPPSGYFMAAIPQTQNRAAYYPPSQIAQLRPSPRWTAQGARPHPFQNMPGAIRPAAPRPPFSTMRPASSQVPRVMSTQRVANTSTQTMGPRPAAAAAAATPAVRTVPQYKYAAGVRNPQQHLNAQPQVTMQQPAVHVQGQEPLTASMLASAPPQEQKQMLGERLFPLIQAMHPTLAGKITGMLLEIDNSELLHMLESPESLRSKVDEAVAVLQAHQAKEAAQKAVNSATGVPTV
SUMO1-SIM PPI: alters human SUMO1 binding to SIM partners | P63165 | SUMO1 binding to a labelled peptide, TR-FRET, 1 h | inhibition, % at 20 µM | actives 0.33% (n = 360,000) | AID 602429; in the data active = inhibition above about 37%
Target sequence (P63165 whole entry, looked up): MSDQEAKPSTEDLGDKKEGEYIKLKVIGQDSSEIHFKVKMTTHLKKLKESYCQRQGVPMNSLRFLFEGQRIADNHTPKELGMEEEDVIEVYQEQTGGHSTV
Tb MetRS inh: blocks T. brucei methionyl-tRNA synthetase activity. purified T. brucei MetRS, ATP depletion, Kinase-Glo luminescence. inhibition, % at 11.9 µM. actives 0.4% (n = 360,000). AID 624268;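 active = inhibition above a per-plate cutoff of the control wells' mean inhibition plus 3 SD, cut at about 5.5% in these data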;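 also: 0% = DMSO wells median and 100% = median of wells with control inhibitor compound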
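Assay system: T. brucei methionyl-tRNA synthetase, purified | Medium: HEPES buffer with MgCl2, KCl, DTT, spermine, BSA, pyrophosphatase | Compound: 11.9 µM single point | Incubation: 15 min enzyme-compound preincubation, 2 h reaction, 10 min detection, 25 °C | Measured by: Kinase-Glo luciferase luminescence reporting remaining unconsumed ATP | Measure: % inhibition normalized to control-well medians | Replication: Singlicate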
* hit, by the source's call; i = inactive; / = not tested or not shown.

SMILES,DNMT1 block,Scp-1 inhibitor,LMPTP inh,NadD block,Rpn11 inh,STEP block,CSN inh,PABP1 MLLE inh,SUMO1-SIM PPI,Tb MetRS inh
CCCCOCCCNC(=O)C[C@@H]1C[C@@]2(C(=O)OCC)CCCC=C2N(Cc2ccc3c(c2)OCO3)C1=O,/,/,-0.6,3,/,/,0,/,4,-1.9
COc1cc(NC(C)=O)c2ncccc2c1NC(C)=O,-1,-11,-0.1,-5,i,-1,-1,-5,1,-1.0
Cc1ccc(Cn2ccc(NC(=O)c3noc4c3CCc3ccccc3-4)n2)cc1,4,-3,2.3,-7,i,-1,3,-1,0,1.1
Cc1csc(NC(=O)c2ccc(S(=O)(=O)N3CCCC3)cc2)n1,-1,-1,0.4,-2,i,0,0,-1,1,0.6
COc1cccc(C(=O)N2C(C(C)C)COc3cc(Br)ccc3S2(=O)=O)c1 (stereo not given),6,/,2.3,-4,i,2,3,8,3,-0.1
Cc1cccc2nc3ccccc3cc12,9,-7,2.4,-5,i,-2,103,0,-18,-0.3
COc1ccc(Cl)cc1NC(=S)N(Cc1cccnc1)Cc1ccco1,-2,-3,1.2,1,i,-1,-2,-45,1,-0.3
Cc1c(N=C2SCC(=O)N2/N=C/c2ccccc2Cl)c(=O)n(-c2ccccc2)n1C,-4,8,1.8,2,i,0,-3,-9,-5,-1.1
CN1CCC(=O)N([C@H](CSc2ccccc2)Cc2ccccc2)CC1,1,-2,-0.4,-3,i,-1,-4,9,-3,-0.3
CN(C)c1nc(N)nc(Nc2ccccc2C#N)n1,1,-5,-1.9,-1,i,-1,-1,-2,8,-0.9
Cc1ccc(S(=O)(=O)N2CCCC(C(=O)NC3CCCC3)C2)cc1Cl (stereo not given),-2,1,-0.9,-6,i,1,-1,3,4,-0.6
COc1ccc(OC)c(-c2cc(C(=O)Nc3c(C)nn(Cc4ccc(Cl)cc4)c3C)no2)c1,-14,6,7.3,2,i,-6,0,1,-2,-1.8

(list continues)
SMILES,DNMT1 block,Scp-1 inhibitor,LMPTP inh,NadD block,Rpn11 inh,STEP block,CSN inh,PABP1 MLLE inh,SUMO1-SIM PPI,Tb MetRS inh
Cn1c(CCNC(=O)c2ccco2)nc2cc(NS(=O)(=O)c3ccc(Cl)cc3)ccc21,-3,-5,0.5,8,i,2,3,5,6,0.3
COc1ccc(C)cc1-n1cnnn1,0,1,-1.6,0,i,0,-7,2,-3,0.3
Cn1cc(-c2ccccc2C(N)=O)c(=O)c2cc(Cl)ccc21,-24,-2,2.3,4,i,0,-5,13,-2,-0.3
C/C(=N\OCc1ccccc1C#N)c1cc2ccccc2o1,1,-5,-0.3,-3,i,-4,-3,4,3,-0.4
COc1ccc(/C(C)=N/NC(=O)c2ccc(CSc3nncn3C)cc2)cc1,-2,-9,-1.3,-2,i,-4,-1,-9,-2,-0.4
CC(C)NC(=O)Nc1ccc2c(c1)CC(=O)N([C@@H](C)CO)C[C@H](C)[C@@H](CN(C)C(=O)NC1CCCCC1)O2,9,-11,-2.0,-3,i,-3,0,1,-4,-0.9
CCOc1ccc2c(c1)C(C)=CC(C)(C)N2S(=O)(=O)c1ccc(C)cc1,0,-10,5.1,-5,i,3,-16,24,-5,-0.5
Brc1ccccc1-c1nnc(-c2cccnc2)o1,1,-1,-0.1,9,i,-1,0,1,2,-0.8
COc1ccc(CNC(=O)/C=C/[C@H]2O[C@@H](n3cnc4c(NC(=O)c5ccccc5)ncnc43)[C@H](O)[C@@H]2O)cc1,-3,/,-0.6,-6,i,1,-4,-4,6,-0.8
CC(=O)N(CCCc1ccc(C(C)(C)C)cc1)CCCN(C)C,1,16,1.8,-6,i,-3,-4,-2,-5,-1.2
CC(=O)NC1=NN(C(C)=O)C2(CCCCC2)S1,-1,5,-0.2,-3,i,2,4,-1,-1,0.1
CCOc1ccc(OCC)c(NC(=O)C2CCCN(S(=O)(=O)c3cccs3)C2)c1 (stereo not given),-6,-22,2.2,-2,i,-2,11,-19,0,-0.8

(list continues)
SMILES,DNMT1 block,Scp-1 inhibitor,LMPTP inh,NadD block,Rpn11 inh,STEP block,CSN inh,PABP1 MLLE inh,SUMO1-SIM PPI,Tb MetRS inh
CC1CC(=O)Nc2ccccc2N1C(=O)CSc1ccc2ccccc2n1 (stereo not given),1,7,0.3,-1,i,1,-2,-6,-2,-0.7
Cc1cc(C)c(C)c(S(=O)(=O)N2C(=S)NC(=O)C2CC(C)C)c1C (stereo not given),-1,-13,2.3,2,i,1,-1,-1,0,-0.6
CCOc1ccccc1NC(=O)NCCCCc1ccccc1,-2,-15,1.8,4,i,0,-1,1,-2,-0.5
Cc1ccc(NC(=O)/C=C/c2ccc3c(c2)OCO3)cc1S(=O)(=O)N1CCOCC1,-1,-12,-0.6,-2,i,-3,-2,-16,19,1.3
CC1CCN(CCCCOc2ccc(F)cc2)CC1,-1,-12,-1.2,-2,i,1,0,3,-2,0.4
COc1ccc(OS(=O)(=O)Cc2ccccc2)cc1,1,-15,0.2,-8,i,0,2,6,-2,-0.2
N#Cc1ccc(OCC(=O)N2CCN(S(=O)(=O)c3cccs3)CC2)cc1,1,-8,-1.1,-1,i,0,7,-9,1,0.3
CCOC(=O)[C@@H]1[C@H]2COc3ccc(Br)cc3[C@H]2N2C(=O)N(c3ccc(F)cc3)C(=O)[C@@]12C,4,-11,1.6,4,i,-1,0,7,7,-0.3
CC(N=c1ccccn1C(=O)Nc1ccc(F)cc1)c1ccco1 (stereo not given),0,-1,-0.3,-6,i,-1,-2,4,0,-0.9
COc1ccc(OC)c(CNCc2ccc3c(c2)OCO3)c1,-1,-9,-1.6,-7,i,1,-1,-4,4,-0.7
CCOc1ccccc1NC(=O)C1CCCN(C(=O)NCc2ccccc2)C1 (stereo not given),21,-5,-1.1,-6,i,-12,-3,-6,1,-0.6
CCOc1ccc(NC(=O)CN2CCN(CC(=O)Nc3cc(OC)cc(OC)c3)CC2)cc1,-9,-2,-0.7,-2,i,-1,6,-11,0,-0.9

The list goes on.
SMILES,DNMT1 block,Scp-1 inhibitor,LMPTP inh,NadD block,Rpn11 inh,STEP block,CSN inh,PABP1 MLLE inh,SUMO1-SIM PPI,Tb MetRS inh
CCN(CC)S(=O)(=O)c1ccc(OC)c(NS(=O)(=O)Cc2ccccc2)c1,1,-5,1.3,4,i,-1,-4,4,1,-0.5
CC1CCN(c2nc3c(c(=O)[nH]c(=O)n3C)n2CCCc2ccccc2)CC1,-1,-15,-0.1,-3,i,1,9,14,4,-0.3
CC1=C2CCCC[C@@]23C2C(=O)N(C)C(=O)[C@@H]2ON3OC1 (stereo not given in full),/,/,-0.4,/,/,/,-4,/,-5,-0.1
Cc1sc2ncnc(N)c2c1C,2,-2,-1.1,1,i,-2,3,-15,2,0.1
CN1CCCCc2c1nc1c(c2N)CCCC1,0,0,-1.7,-6,i,-6,0,-107,-3,-0.7
Cn1c(SCC(=O)OC2CCCCC2)nnc1-c1ccco1,5,-6,-1.3,-9,i,2,0,-4,8,-0.8
CC(=O)c1cccc(NC(=O)c2cc(-c3cccs3)on2)c1,2,-3,0.2,-1,i,-2,1,18,-15,-0.7
CC1CN(C(=S)Nc2ccc(Br)cc2Cl)CC(C)O1 (stereo not given),3,6,0.1,-3,i,3,0,-14,-1,-0.1
CCOC(=O)C1=C(C)N(CC(C)C)C(=O)/C1=C\c1ccc(OCC(=O)Nc2ccccc2)cc1,1,-8,-2.8,3,i,1,0,-6,1,-0.2
CC(=O)N1[C@H](Cc2ccccc2)C=C[C@]1(C)C(=O)NCCN1CCOCC1,1,-8,-0.9,1,i,0,0,13,-8,-0.1
C(=C\c1ccncc1)/c1ccncc1,0,9,-1.1,-4,i,0,1,4,-30,-0.4
C=CCn1c(SCC(=O)Nc2ccc3c(c2)OCO3)nc2ccccc2c1=O,-6,-9,0.7,-1,i,2,3,-5,0,-0.3

Next structures:
SMILES,DNMT1 block,Scp-1 inhibitor,LMPTP inh,NadD block,Rpn11 inh,STEP block,CSN inh,PABP1 MLLE inh,SUMO1-SIM PPI,Tb MetRS inh
Cc1cc(C)c2sc(NC(=O)c3ccc(N4C(=O)CCC4=O)cc3)nc2c1,10,-13,-0.7,-2,i,0,-1,8,-6,-0.5
O=C(NCC1CC1)c1cccc2c1C(=O)c1ccc(-c3ccc(OC(F)(F)F)cc3)cc1S2(=O)=O,24,3,-0.2,11,i,2,2,5,-3,-0.3
Cc1nc(SCC(=O)NC(=O)NC2CCCCC2)nc(C)c1C,-1,-6,0.1,-5,i,0,9,6,1,0.1
CCOC(=O)N/N=C(/C)c1ccc([N+](=O)[O-])o1,7,/,-0.7,0,i,-3,1,-7,-22,-0.3
O=C(Cn1cc(C(F)(F)F)cc(Cl)c1=O)NCc1ccccc1,2,-1,-0.4,2,i,0,1,-9,-1,-0.1
CC(=O)NC(c1ccc(Cl)cc1)c1c(O)ccc2ccc(O)cc12 (stereo not given),-3,-2,-0.4,-2,i,-2,2,-1,3,1.0
CCOC(=O)c1sc(N)c(C#N)c1COC(=O)CNC(=O)c1ccccc1,-10,-6,0.4,1,/,-2,41*,-104,-1,-0.3
CCC1=C(OC(=O)N(CC)CC)N2C(=O)OC(=NCC3CC3)[C@]2(Cc2ccccc2)[C@H]2C1=CC[C@H]1C(=O)N(c3ccccc3)C(=O)[C@H]12,-8,-3,0.8,16,i,2,0,-7,-5,-0.2
Cc1cc(C)cc(NC(=O)NCC(O)COc2ccc([N+](=O)[O-])cc2)c1 (stereo not given),-2,-11,1.1,-12,i,-2,1,6,-21,-0.2
Cc1ccc(S(=O)(=O)N2C[C@@H]3[C@H]4CC[C@H](C4)[C@@H]3[C@@H](C)[C@@H]2c2cccn2Cc2ccccc2)cc1,8,1,1.2,4,i,3,-4,-27,5,-1.9
COc1ccc(C2(C)ON(c3ccccc3C(F)(F)F)C2=O)cc1 (stereo not given),5,0,-0.3,-2,i,0,-5,1,2,-0.1
COC(=O)Cc1ccc(NC(=S)NCc2ccccc2)cc1,0,-1,-2.0,-4,i,1,9,-39,1,-0.6
